GSK3 alpha inh = blocks human GSK-3 alpha kinase; P49840; inhibition, % at 10 µM; 320,000 tested, 0.1% active; AID 2650; ADP-Glo luminescence, 60 min;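 in the data active means inhibition above about 50%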;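 further: GST-tagged GSK-3 alpha with peptide substrate and 25 µM ATP; 0% = DMSO neutral wells and 100% = GW8510 positive control wells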
Target sequence (P49840 whole entry, looked up): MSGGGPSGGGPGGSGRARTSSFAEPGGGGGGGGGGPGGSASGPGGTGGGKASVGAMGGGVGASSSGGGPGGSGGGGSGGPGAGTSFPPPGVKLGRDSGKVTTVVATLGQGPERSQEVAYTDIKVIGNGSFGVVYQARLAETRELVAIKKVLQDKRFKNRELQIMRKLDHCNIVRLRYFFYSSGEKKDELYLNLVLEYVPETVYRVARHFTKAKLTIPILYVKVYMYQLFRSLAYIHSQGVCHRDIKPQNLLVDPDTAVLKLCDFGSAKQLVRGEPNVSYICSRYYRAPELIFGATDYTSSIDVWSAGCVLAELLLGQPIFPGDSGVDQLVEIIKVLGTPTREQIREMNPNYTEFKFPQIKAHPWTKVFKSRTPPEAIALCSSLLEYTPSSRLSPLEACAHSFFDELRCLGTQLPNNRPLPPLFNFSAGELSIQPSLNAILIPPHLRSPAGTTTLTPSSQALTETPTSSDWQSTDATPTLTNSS
HIF act = HIF pathway transcriptional activation. activation, % at 7.5 µM (by protocol). U2OS HRE-luciferase reporter, luminescence; normalized: DMSO 0%, desferrioxamine 100%. 300,000 tested, 0.32% active;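 active means mean activation of at least 10% of the iron chelator positive control signal, with at least half of replicates also reaching 10%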
HSF1 inh = HSF1 inhibition; 300,000 tested, 0.77% active; activity change, negative = inhibition, % at 7.5 µM (by protocol); NIH3T3-HGL HSE-luciferase, MG132-induced, luminescence 8 h; hits give low values; AID 2098;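 active means more than half of replicate wells show activity change below -50%, luminescence cut by over half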;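 further: luciferase reports HSF-1 transcriptional activity via heat shock element; 0% = median of DMSO wells and -100% = zero luminescence signal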
AI-2 QS modul = modulators of Vibrio harveyi AI-2 quorum sensing system. activity change, % at 7.5 µM. Vibrio harveyi JMH597 AI-2 luminescence/OD600 ratio, 9 h; hits give low values; strain lacks LuxN and CqsS sensors; 0 = neutral-control median. AID 2094. 300,000 tested, 0.4% active; in the data active means activity change below about -75%, passing the limit was not always enough;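 further: luminescence divided by OD600 gain over 9 h not by final OD600 alone; inactives centre near 13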
KLF5 inh = kruppel-like factor 5 inhibition; 290,000 tested, 0.23% active; inhibition, % at 5 µM; DLD-1 KLF5 promoter-luciferase reporter, luminescence;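 active means inhibition above a per-plate limit of that plate's mean compound inhibition plus 3 SD, cut at about 60% in these data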;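 further: 0% = DMSO wells and 100% = LY294002 at 200 µM; higher means less KLF5 promoter-driven luciferase light; inactives centre near -14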
aSyn UTR inh = 5' untranslated region of α-synuclein, MLPCN primary screen; 300,000 tested, 0.82% active; inhibition, % (tested at 7.5 µM); alpha-synuclein 5'UTR reporter, inhibitor activity; in the data active means inhibition above about 60%;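 further: H4 neuroglioblastoma cells stably carrying SNCA 5'UTR luciferase fusion; 0% = DMSO wells and 100% = positive control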
GSK3B inh = inhibitors of human GSK3beta kinase; P49841; GST-GSK3beta kinase, ADP-Glo luminescence, 60 min; hits give low values; activity score (negative = inhibition), % at 10 µM; 300,000 tested, 0.038% active;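 active means more than half of replicate wells score below -50%, meaning over 50% inhibition versus plate controls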;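 further: 0% = median DMSO wells and -100% = median GW8510 positive control wells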
Target sequence (P49841 whole entry, looked up): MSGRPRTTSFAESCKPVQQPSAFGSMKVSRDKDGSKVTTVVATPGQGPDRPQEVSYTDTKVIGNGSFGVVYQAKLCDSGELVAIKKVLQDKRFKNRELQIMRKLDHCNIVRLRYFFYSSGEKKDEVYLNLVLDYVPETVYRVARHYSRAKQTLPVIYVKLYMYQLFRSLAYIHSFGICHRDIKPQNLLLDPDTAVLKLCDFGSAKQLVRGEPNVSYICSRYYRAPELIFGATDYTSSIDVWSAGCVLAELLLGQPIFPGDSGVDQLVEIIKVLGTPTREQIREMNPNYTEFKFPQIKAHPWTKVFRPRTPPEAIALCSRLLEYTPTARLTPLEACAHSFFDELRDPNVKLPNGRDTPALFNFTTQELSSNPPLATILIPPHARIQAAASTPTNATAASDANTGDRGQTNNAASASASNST
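Test system: GST-fused GSK3beta enzyme, cell-free | Quantity: 1.6 ng GST-GSK3beta enzyme per well | Reagent: 25 µM ATP with peptide substrate | Schedule: 60 min enzyme reaction, room temperature | Signal: Luminescent ADP-Glo measurement of ADP formed | Read-out basis: Score relative to plate controls | Control set: DMSO and 20 µM GW8510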
HSP90 inh = inhibitors of HSP90 luciferase refolding in rabbit reticulocyte lysate; 290,000 tested, 0.91% active; luciferase refolding luminescence, 3 h; inhibition, % at 5.6 µM;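 active means inhibition above the screen-wide mean plus 3 SD, computed separately per campaign, cut at about 16% in these data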;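 further: 0% = DMSO wells and 100% = 60 µM geldanamycin wells; inhibitors lower the luminescence because luciferase stays unfolded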
IEC-6 tox = counter-screen for KLF5 inhibitors: cytotoxicity in IEC-6 cells; IEC-6 cytotoxicity, luminescence viability; AID 1825; inhibition, % at 5 µM; 290,000 tested, 0.78% active; in the data active means inhibition above about 22%;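 further: 0% = plate median of test compound wells and 100% = cytotoxic reference compound wells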
HSF-1 act = increases HSF-1 driven luciferase reporter signal; NIH3T3-HGL HSF-1 luciferase reporter, MG132, 8 h; 100% = twice DMSO control signal; activation, % at 9 µM; 300,000 tested, 1.7% active; AID 504408;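 active means mean replicate activation of at least 50% with a set share of replicates each reaching 50%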;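 further: 0% = median of the neutral control wells and 100% = twice that signal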
An asterisk follows results filed as active; x = no result given.

Molecule | GSK3 alpha inh | HIF act | HSF1 inh | AI-2 QS modul | KLF5 inh | aSyn UTR inh | GSK3B inh | HSP90 inh | IEC-6 tox | HSF-1 act
CC(=O)c1cc(CN2CCN(CCc3ccccc3)C(CCO)C2)cs1 (stereo unspecified) | -1 | -0.5 | -6 | 27 | -13 | -13 | 6 | -1 | 2 | -18
CC(C)c1c(O)nc(SCCOc2ccc(Cl)cc2)[nH]c1=O | -4 | -0.2 | -3 | 16 | 19 | 4 | 4 | -1 | 3 | -6
CC(C(=O)NC1CCCC1)N(c1ccc(Oc2ccccc2)cc1)S(C)(=O)=O (stereo unspecified) | 0 | -0.7 | -8 | 36 | -33 | -14 | 1 | 1 | 2 | -5
CC(=O)Nc1ccc(C(=O)N2CCCC2)cc1 | -6 | -0.4 | -6 | 16 | 10 | 2 | 4 | -2 | -6 | -2
Cc1ccc(C(=O)NCCN(C)C)c(C)c1 | 0 | -0.1 | -13 | 17 | -7 | 4 | -1 | -1 | -3 | 1
COc1cccc(Nc2nnc(SCC3CCCCO3)s2)c1 (stereo unspecified) | 1 | 3.1 | 31 | 16 | -31 | -76 | -7 | -1 | 6 | 38
CCC(C)OC(=O)c1cc(C)nc2c(Br)cc(Br)cc12 (stereo unspecified) | -2 | 0.0 | 3 | 8 | 11 | -5 | 3 | 5 | 0 | 46
Cc1c(Cl)cccc1Nc1nc(N)nc(CN2CCc3ccccc3C2)n1 | -2 | 0.5 | 4 | 11 | -6 | -56 | -3 | -2 | -1 | -4
O=C(Cc1cccs1)NCc1ccccc1 | -3 | 0.5 | 11 | 18 | -35 | -46 | -2 | 0 | -5 | 16
COc1cccc(CNC(=O)COc2cccc(-n3cnnn3)c2)c1 | 0 | -0.6 | -34 | 16 | x | 15 | -2 | x | x | -48
COc1ccc(N(CCC#N)S(=O)(=O)c2ccc(Cl)cc2)cc1 | 3 | 0.2 | -4 | 12 | -13 | -17 | -4 | 0 | -1 | -9
N#CNC1=NCN(Cc2ccccc2)CN1 | 8 | 0.3 | -4 | -9 | -21 | 20 | 3 | -4 | -3 | 5

3 entries out of the list, arranged by number of heavy atoms, descending.
Molecule | GSK3 alpha inh | HIF act | HSF1 inh | AI-2 QS modul | KLF5 inh | aSyn UTR inh | GSK3B inh | HSP90 inh | IEC-6 tox | HSF-1 act
COc1cccc(CNC(=O)COc2cccc(-n3cnnn3)c2)c1 | 0 | -0.6 | -34 | 16 | x | 15 | -2 | x | x | -48
CCC(C)OC(=O)c1cc(C)nc2c(Br)cc(Br)cc12 (stereo unspecified) | -2 | 0.0 | 3 | 8 | 11 | -5 | 3 | 5 | 0 | 46
N#CNC1=NCN(Cc2ccccc2)CN1 | 8 | 0.3 | -4 | -9 | -21 | 20 | 3 | -4 | -3 | 5

The main list resumes, starting 5 compounds before the break.
Molecule | GSK3 alpha inh | HIF act | HSF1 inh | AI-2 QS modul | KLF5 inh | aSyn UTR inh | GSK3B inh | HSP90 inh | IEC-6 tox | HSF-1 act
Cc1c(Cl)cccc1Nc1nc(N)nc(CN2CCc3ccccc3C2)n1 | -2 | 0.5 | 4 | 11 | -6 | -56 | -3 | -2 | -1 | -4
O=C(Cc1cccs1)NCc1ccccc1 | -3 | 0.5 | 11 | 18 | -35 | -46 | -2 | 0 | -5 | 16
COc1cccc(CNC(=O)COc2cccc(-n3cnnn3)c2)c1 | 0 | -0.6 | -34 | 16 | x | 15 | -2 | x | x | -48
COc1ccc(N(CCC#N)S(=O)(=O)c2ccc(Cl)cc2)cc1 | 3 | 0.2 | -4 | 12 | -13 | -17 | -4 | 0 | -1 | -9
N#CNC1=NCN(Cc2ccccc2)CN1 | 8 | 0.3 | -4 | -9 | -21 | 20 | 3 | -4 | -3 | 5
COc1ccc([N+](=O)[O-])cc1NC(=O)COC(=O)Cc1cc(OC)c(OC)c(OC)c1 | -4 | 0.2 | 0 | 10 | -13 | 11 | 0 | 1 | -2 | 0
Nc1ccc2oc(-c3ccc4nc[nH]c4c3)nc2c1 | -1 | -0.1 | 9 | 9 | -62 | 29 | 1 | 4 | 6 | 33
CC(=O)c1cccc(NC(=O)CN2C=NS(=O)(=O)c3ccc(C)cc32)c1 | 0 | 3.9 | 14 | 14 | -57 | -124 | -4 | -2 | -4 | 26
COc1ccc(C2CC(O)(C(C)(C)O)NO2)cc1 (stereo unspecified) | 2 | 0.2 | 8 | 21 | 9 | -8 | 1 | 0 | 4 | 13
CSc1sc(C(=O)Nc2ccc(F)cc2F)c2c1C=CCC2 | -1 | 7.6 | 45 | 27 | -6 | -4 | -2 | -7 | -1 | 72*
O=C1c2ccccc2C(=O)N1CSc1nnc(Nc2ccccc2F)s1 | 9 | 0.0 | 4 | 17 | -12 | -40 | 1 | -4 | 0 | 13
Brc1cccc(-c2nnc3sc(CN4CCCCC4)cn23)c1 | 3 | 0.5 | 0 | 3 | -22 | 5 | 1 | -1 | 2 | 8
CC1SC(c2ccc(Cl)cc2Cl)NC1=O (stereo unspecified) | -1 | 0.3 | 4 | 17 | -42 | -5 | 0 | 0 | -7 | 0
Cc1ccc(S(=O)(=O)N2CCCC(C(=O)Nc3ccc(NC(=O)c4ccccn4)cc3)C2)cc1 (stereo unspecified) | -17 | 0.9 | -7 | 21 | -39 | -74 | -3 | 3 | 0 | -17
NC(=O)c1nsc(C(=O)N(Cc2ccco2)C(C(=O)NC2CCCC2)c2ccc(O)cc2)c1N (stereo unspecified) | x | 0.3 | 2 | 3 | -7 | 5 | 5 | 7 | 8 | 10
Cc1nc(N/N=C/c2ccccn2)sc1C | 5 | x | x | x | 79* | x | x | 80* | 3 | x
Fc1ccc(-n2cc(-c3ccccc3)[n+]3c2SCC3)cc1 | 0 | 0.8 | -5 | 4 | -12 | -10 | -1 | -2 | -5 | 14
CCOC(=O)c1c(C)c(C(=O)NCc2cccnc2)c(C)n1C | -2 | -0.2 | -3 | 14 | -28 | 5 | 2 | 2 | 1 | -2
Cc1noc(C)c1C(=O)N1CCN(S(=O)(=O)c2ccc(F)cc2)CC1 | -1 | 0.0 | -11 | 11 | 14 | 22 | 0 | 2 | -1 | -9
CCNC(=S)N1CCN(C(=O)C(Cc2ccccc2)NC(C)=O)CC1 (stereo unspecified) | -5 | 1.5 | -5 | 7 | 12 | 3 | -4 | 4 | 4 | -5
COc1ccc(-c2cc(C(=O)Nc3cc(OC)c(OC)c(OC)c3)no2)cc1 | -2 | -0.5 | -7 | 48 | -10 | -43 | 0 | 6 | 12 | 2
Cn1cc(C(=O)NCc2ccc(F)cc2)cn1 | 0 | -0.3 | -4 | -10 | -35 | 19 | -1 | 0 | 3 | -2
O=C(NC(Cc1ccccc1)C(=O)O)/C(=C/c1ccco1)NC(=O)c1cccc([N+](=O)[O-])c1 (stereo unspecified) | 1 | 0.0 | -3 | 27 | -12 | -1 | 0 | -1 | -2 | -10
Cc1cc(S(=O)(=O)NCCCN2CCOCC2)ccc1F | -1 | 0.0 | 3 | 29 | -22 | 1 | 2 | 2 | -2 | 4
COc1ccc(-c2sc(Nc3ccccc3)n[n+]2-c2ccc(F)cc2)cc1Br | -2 | 0.3 | 7 | 21 | -12 | 7 | -3 | -8 | -4 | 1
COc1ccccc1C(=O)NC1CCSc2ccccc21 (stereo unspecified) | -2 | 0.0 | 17 | 30 | -34 | 10 | 0 | -1 | 4 | 63*
CCn1c(CNC(=O)c2cccc(C)c2)nnc1SCC(=O)NC1CCCCC1C (stereo unspecified) | -1 | -43 | 4 | -25 | -7 | -3 | -1 | 2 | 1 | 6
c1coc(CN=C2NC(=NCc3ccco3)c3ccccc32)c1 | 0 | -0.6 | -6 | 32 | -25 | 4 | 3 | 0 | -5 | -11
CCNc1nc(NCC)n2c(SCC(=O)Nc3c(C)cccc3C)nnc2n1 | x | -0.2 | -4 | 15 | x | 7 | 1 | x | x | -7
CCC(=O)Nc1ccc(OC)cc1OC | 0 | 0.1 | -1 | 26 | -34 | -7 | 1 | 0 | 2 | 9
CC(=O)N1c2ccccc2C2(O)N=C(C)SC12 (stereo unspecified) | 1 | 0.6 | -1 | 12 | -19 | -26 | -2 | -3 | 8 | 4
O=C(Nc1ccccn1)c1ccc(Br)s1 | 7 | 1.8 | 11 | 12 | -169 | -191 | 1 | -4 | 2 | 20
COc1ccc(C(=O)N2CCCC(C(=O)N3CCCCCC3)C2)cc1 (stereo unspecified) | -5 | -0.3 | 0 | 10 | -18 | -3 | 0 | 0 | -2 | -7
COc1ccc(N2CCN(C(c3cccs3)C(C)NS(C)(=O)=O)CC2)cc1 (stereo unspecified) | -1 | 0.6 | 5 | 22 | -4 | 7 | -2 | 4 | 3 | 30
Cc1sc(NC(=O)c2ccco2)c(CN2CCN(Cc3ccccc3)CC2)c1C | 0 | 0.3 | 27 | 23 | -38 | -41 | -2 | -3 | 7 | 44
O=C(O)Cc1cc(C(=O)Nc2ccc(Br)cc2)sc1-c1ccccc1 | -1 | 0.1 | 0 | 10 | 12 | 5 | 5 | -3 | -2 | 18
CN(C)C(CNC(=O)CCC(=O)c1ccc(Br)cc1)c1ccccc1 (stereo unspecified) | 2 | -7.1 | 26 | 10 | -22 | -12 | 3 | 0 | -4 | 63*
N#Cc1ccc(NC(=O)Cn2cnc([N+](=O)[O-])c2)cc1 | 1 | -1.0 | -12 | x | -24 | -5 | x | -2 | -9 | -2
CCCCNC(=O)Nc1ncn[nH]1 | -2 | 0.1 | -3 | 7 | -17 | -13 | -3 | 2 | -5 | 2
Nc1nc(NCCO)nc(N2CCCCCC2)c1[N+](=O)[O-] | 54* | 0.9 | -2 | 13 | -1 | 10 | -17 | 1 | -4 | -1
CCn1cc(S(=O)(=O)Nc2ncccn2)cn1 | -1 | -0.6 | -6 | 15 | -39 | -1 | 5 | 5 | -2 | 7

Individual results from the list.
Under AI-2 QS modul, `Nc1nc(NCCO)nc(N2CCCCCC2)c1[N+](=O)[O-]` has the entry 13
Under HSF-1 act, `COc1ccc(C(=O)N2CCCC(C(=O)N3CCCCCC3)C2)cc1` (stereo unspecified) has the entry -7
Under HSP90 inh, `N#Cc1ccc(NC(=O)Cn2cnc([N+](=O)[O-])c2)cc1` has the entry -2
